Tb MetRS inh = blocks T. brucei methionyl-tRNA synthetase activity | hit rate 0.4% among 360,000 | inhibition, % at 11.9 µM | purified T. brucei MetRS, ATP depletion, Kinase-Glo luminescence | AID 624268;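 active means inhibition above a per-plate cutoff of the control wells' mean inhibition plus 3 SD, cut at about 5.5% in these data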;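 further: 0% = DMSO wells median and 100% = median of wells with control inhibitor compound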
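Test system: purified T. brucei MetRS enzyme. Also added: ATP, methionine and E. coli bulk tRNA substrates. Compound: 11.9 µM single point. Schedule: 15 min enzyme-compound preincubation, 2 h reaction, 10 min detection, 25 °C. Signal: luciferase luminescence of residual ATP, Kinase-Glo. Evaluation: percent inhibition versus plate control medians. Controls: DMSO wells, low control.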
Scp1 inh = blocks human Scp-1 phosphatase activity | Q9GZU7 | Recombinant Scp1, phosphopeptide, malachite green phosphate absorbance | inhibition, % at 20 µM | hit rate 0.88% among 340,000 | AID 493091;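 active means inhibition above about 50% at 20 µM, limit read from the data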;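 further: plate controls were DMSO wells with enzyme for no effect and wells lacking enzyme for full effect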
Target sequence (Q9GZU7 76-261 limits assumed): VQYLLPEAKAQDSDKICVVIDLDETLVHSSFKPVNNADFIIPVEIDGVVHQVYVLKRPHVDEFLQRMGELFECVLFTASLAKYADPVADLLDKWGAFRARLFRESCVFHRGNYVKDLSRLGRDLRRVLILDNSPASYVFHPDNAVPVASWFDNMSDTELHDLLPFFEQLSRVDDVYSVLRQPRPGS
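Test system: SCP-1 phosphatase catalytic domain, residues 76-261 | Compound dosing: One concentration, 20 µM, with 1.0% DMSO | Schedule: 45 min room-temperature reaction, 5 min colour, 30 min stabiliser | Detection: Absorbance at 630 nm | Read-out basis: % inhibition of SCP-1 phosphate liberation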
CSN inh = blocks human CSN-mediated cullin deneddylation; Q92905; Purified CSN, SCF-Nedd8-OG deneddylation, fluorescence polarization; inhibition, % at 12.5 µM; hit rate 0.38% among 360,000; AID 651999;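 active means pattern-corrected inhibition above about 35%, with an unprinted fluorescence ratio check between 0.5 and 1.5, limit read from the data, passing the limit was not always enough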;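 further: 0% = enzyme with substrate and 100% = substrate without enzyme; some results filed as inactive read as strong as hits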
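Test system: purified human Csn5 enzyme expressed in HEK293T cells. Amount: 0.24 nM enzyme. Reagent: SCFSkp2-Nedd8OG substrate at 10 nM final. Schedule: 90 min incubation of compound, enzyme and substrate at room temperature. Detection: fluorescence polarization. Read-out: % inhibition of substrate cleavage by Csn5.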
DNMT1 inh = inhibitors of human DNMT1. inhibition (reported as % activation of signal), % at 10 µM. hit rate 0.83% among 360,000. AID 588458. DNMT1 molecular beacon, Hinp1I cleavage, fluorescence. P26358; in the data active means inhibition above about 50%
LMPTP block = blocks human LMPTP phosphatase | inhibition, % at 20 µM | AID 651560 | hit rate 0.22% among 360,000 | P24666 | recombinant LMPTP-A, OMFP fluorogenic substrate, fluorescence intensity;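 active means compounds that cut the enzyme signal by at least half of the control window in the single-dose screen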;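 further: plate controls were DMSO wells with enzyme plus substrate for no effect and substrate without enzyme for full effect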
Target sequence (P24666 whole entry, looked up): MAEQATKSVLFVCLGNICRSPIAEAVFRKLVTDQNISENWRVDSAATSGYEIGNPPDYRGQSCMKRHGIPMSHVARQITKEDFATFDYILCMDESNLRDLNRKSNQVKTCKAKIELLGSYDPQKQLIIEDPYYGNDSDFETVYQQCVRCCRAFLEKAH
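Material: LMPTP-A; amount: 0.625 nM enzyme; doses: single 20 µM dose; times: reaction 50 min, room temperature, dark; technique: fluorescence intensity of OMFP turnover product; benchmarks: no-enzyme and uninhibited controls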
NadD inh = inhibitors of Staphylococcus aureus NadD | purified NadD enzyme, colorimetric absorbance read-out | inhibition, % at 20 µM | hit rate 0.78% among 360,000 | AID 602399; in the data active means inhibition above about 26%; further: some compounds past the cut are filed as inactive
STEP block = inhibitors of human striatal-enriched phosphatase STEP. recombinant STEP, OMFP fluorogenic substrate, fluorescence. hit rate 0.25% among 360,000. inhibition, % at 20 µM. P54829;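 active means inhibition at 20 µM, scaled per plate between control wells, above about 37%, limit read from the data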;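 further: 0% = DMSO with enzyme and substrate and 100% = substrate only without enzyme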
Target sequence (P54829 whole entry, looked up): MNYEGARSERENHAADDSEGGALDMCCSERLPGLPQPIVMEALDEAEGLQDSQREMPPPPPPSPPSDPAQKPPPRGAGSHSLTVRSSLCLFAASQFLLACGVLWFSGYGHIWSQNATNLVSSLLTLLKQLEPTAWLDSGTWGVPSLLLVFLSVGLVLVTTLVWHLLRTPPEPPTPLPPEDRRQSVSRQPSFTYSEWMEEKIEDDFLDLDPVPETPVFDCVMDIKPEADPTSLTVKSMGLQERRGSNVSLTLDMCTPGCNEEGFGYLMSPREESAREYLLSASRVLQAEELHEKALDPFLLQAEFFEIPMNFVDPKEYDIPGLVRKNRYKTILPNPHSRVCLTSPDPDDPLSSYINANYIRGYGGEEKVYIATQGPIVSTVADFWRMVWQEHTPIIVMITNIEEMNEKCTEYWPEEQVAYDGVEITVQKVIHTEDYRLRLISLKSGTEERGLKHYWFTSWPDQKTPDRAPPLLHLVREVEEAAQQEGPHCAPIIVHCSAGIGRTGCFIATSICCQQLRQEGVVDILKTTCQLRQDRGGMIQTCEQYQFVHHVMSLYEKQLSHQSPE
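Test system: STEP tyrosine phosphatase / Reagent: OMFP at 25 µM / Doses: 20 µM, 1% DMSO / Read-out: percent inhibition scaled to no-enzyme and uninhibited-enzyme controls, plate-pattern corrected / Detection: FITC-channel fluorescence of OMFP product / Medium: Bis-Tris buffer pH 6.0, 2.5 mM DTT, 0.005% Tween 20 / Schedule: 20 min at room temperature, dark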
SUMO1-SIM PPI = modulators of human SUMO1-mediated protein-protein interactions; SUMO1 binding to a labelled peptide, TR-FRET, 1 h; hit rate 0.33% among 360,000; P63165; AID 602429; inhibition, % at 20 µM; in the data active means inhibition above about 37%
Target sequence (P63165 whole entry, looked up): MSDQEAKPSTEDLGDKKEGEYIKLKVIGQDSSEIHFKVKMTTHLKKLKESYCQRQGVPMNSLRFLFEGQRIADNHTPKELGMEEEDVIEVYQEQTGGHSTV
Rpn11 block = Rpn11 (human) deubiquitinase inhibition; O00487; hit rate 0.59% among 360,000; human 26S proteasome, Ub4-pepOG fluorescence polarization; 20S core pre-blocked with epoxomicin; calls only at 20 µM;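 active means inhibition at 20 µM, scaled to each plate's controls, above about 33%, limit read from the data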
MsrA inhibitor = bovine MsrA inhibition; purified bovine MsrA, absorbance read-out; inhibition, % at 15.5 µM; AID 651718; hit rate 0.75% among 360,000; in the data active means inhibition above about 4.5%;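 further: 0% = vehicle wells with enzyme and 100% = reference inhibitor wells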
Active calls of the source: *; i = inactive; / = not tested or not shown; + = active, no number.

SMILES	Tb MetRS inh	Scp1 inh	CSN inh	DNMT1 inh	LMPTP block	NadD inh	STEP block	SUMO1-SIM PPI	Rpn11 block	MsrA inhibitor
c1cnc(OCCN2CC2)cn1	-0.2	10	-2	7	5.9	-2	1	4	i	1.9
O=C(COc1ccc(Cl)cc1)N1CCN(Cc2ccccc2)CC1	0.4	-5	0	-2	-0.2	5	4	-1	i	0.6
O=Cc1c(C(=O)O)n(Cc2ccccc2Cl)c2ccccc12	-0.4	-1	2	-4	-0.9	-6	-3	-4	i	1.2
CC(Cc1ccccc1)NCCC(c1ccccc1)c1ccccc1 (stereo not drawn)	-0.7	1	-2	7	-0.5	3	1	-1	i	0.3
Cc1ccc(/C=C2\C(=O)NC(=S)N(c3ccc(F)cc3)C2=O)o1	-1.6	29	26	35	0.1	6	0	11	+	0.6
Oc1c(Cl)cc(Cl)cc1CN1CCN(Cc2ccccc2)CC1	-0.7	-4	1	-1	-0.6	-4	1	29	i	0.8
c1ccc2c3c([nH]c2c1)C1(CCNCC1)NCC3	-0.8	0	5	1	-2.6	-6	-3	-14	i	-1.2
CC(c1ccccc1)(c1ccccc1)c1ccncc1	-0.4	2	1	4	1.1	-5	-2	2	i	-0.1
CCC(=NCCC(c1ccccc1)c1ccccc1)c1c(O)[nH]c(=O)[nH]c1=O	-0.2	-15	-3	-3	0.1	1	1	2	i	0.0
CCCCn1c(O)c(C(C)=Nc2ccc3c(c2)CCC3)c(=O)[nH]c1=O	-0.2	-13	4	-2	0.5	-13	0	-1	i	0.1
Cc1nc2ccccn2c1P(=S)(c1ccccc1)c1ccccc1	-1.4	/	1	1	-0.4	-5	2	2	i	-0.6
O=C1NC(=O)N(Cc2ccccc2)C(=O)C1Cc1ccccc1 (stereo not drawn)	-0.2	7	2	-3	-0.2	-1	1	-2	i	-1.5

A different layout for part of the listing above:
| mol | Tb MetRS inh | Scp1 inh | CSN inh | DNMT1 inh | LMPTP block | NadD inh | STEP block | SUMO1-SIM PPI | Rpn11 block | MsrA inhibitor |
| --- | --- | --- | --- | --- | --- | --- | --- | --- | --- | --- |
| CC(c1ccccc1)(c1ccccc1)c1ccncc1 | -0.4 | 2 | 1 | 4 | 1.1 | -5 | -2 | 2 | i | -0.1 |
| CCC(=NCCC(c1ccccc1)c1ccccc1)c1c(O)[nH]c(=O)[nH]c1=O | -0.2 | -15 | -3 | -3 | 0.1 | 1 | 1 | 2 | i | 0.0 |

Continuation:
SMILES	Tb MetRS inh	Scp1 inh	CSN inh	DNMT1 inh	LMPTP block	NadD inh	STEP block	SUMO1-SIM PPI	Rpn11 block	MsrA inhibitor
COc1cc(CN=Cc2c(O)n(C(C)(C)C)c(=O)[nH]c2=O)cc(OC)c1	0.2	-7	0	0	-1.1	-1	1	2	i	-0.4
NC(=Nc1ccccc1)NN=Cc1c[nH]c2ccccc12	0.0	-10	2	-2	0.6	-6	1	-12	i	0.7
O=c1[nH]c(=O)n(CCC2=CCCCC2)c(O)c1C=NC1CCN(Cc2ccccc2)CC1	-1.4	-9	8	1	-0.2	-1	-1	2	i	0.4
COc1ccc(C2=NCC(=O)N(CC(=O)NCc3ccco3)c3sc4c(c32)CCCC4)cc1	-0.9	10	2	-1	-0.6	13	1	-4	i	1.5
Cc1nn(Cc2ccccc2)c(Cl)c1C(=O)OC(C)C(=O)Nc1ccc(F)cc1Cl (stereo not drawn)	-0.3	-5	1	15	0.2	-4	-1	2	i	0.4
CCOC(=O)c1c(C)n(Cc2ccco2)c2c1cc(O)c1ccccc12	0.0	-8	2	-2	1.7	8	1	0	i	0.7
COC(=O)Cn1cc(C=C2C(=O)NC(=O)NC2=O)c2ccccc21	-1.1	-7	3	9	-0.8	-2	1	-6	i	1.5
CCCCCCn1c(O)c(C=NC2CCN(Cc3ccccc3)CC2)c(=O)[nH]c1=O	-0.3	-3	-4	-2	-1.1	0	6	0	i	-0.1
CN1CCc2nc(SCc3cccc(Br)c3)c(C#N)cc2C1	0.2	-13	1	70*	4.9	5	3	-11	i	1.8
CCOP(=O)(OCC)C(NC(=O)c1ccc(C)cc1)=C(Cl)Cl	-0.4	-9	4	-1	-1.7	-4	-4	2	i	-1.6
CC1CCN(CCc2nc3ccccc3[nH]2)CC1	-0.1	-10	2	-5	2.7	-4	-1	-5	i	0.1
C[C@]12CCC3C(CC[C@H]4C[C@@H](O)CC[C@]34C)C1C[C@@H](Br)[C@H]2O (stereo partly drawn)	0.0	/	2	-1	-2.9	-3	-2	4	i	-0.3
O=C(C[N+]12CCC(CC1)C(OC(=O)c1ccccc1)C2)c1ccc([N+](=O)[O-])cc1 (stereo not drawn)	0.2	1	-2	3	-0.1	2	0	-41	i	1.3
COC(=O)C1=C(c2ccc(F)cc2OCc2ccccc2)C[C@@H]2CC[C@H]1N2C(=O)NC(C)C	-0.4	-6	-4	-2	1.4	-2	0	-3	i	0.0
COC(=O)C1=C(c2cccc(C#N)c2)C[C@@H]2CC[C@H]1N2C(=O)NC1Cc2ccccc2C1	-0.3	12	0	1	-1.7	-4	-2	-6	i	0.5
OC(CNCc1ccccc1)c1ccc(Cl)cc1 (stereo not drawn)	-0.1	-5	5	0	0.2	-2	1	-1	i	1.8
CC12CCCCC1=[N+]([O-])CN2O (stereo not drawn)	0.2	-9	-5	-1	-0.7	1	2	-1	i	-0.5
COC(=O)Nc1nc2ccccc2[nH]1	-0.3	-8	12	1	-1.7	-1	2	5	i	0.3
O=c1[nH]c(=S)n(-c2ccccc2F)c(O)c1C=Nc1ccc(N2CCOCC2)cc1	-0.3	-1	1	-2	-0.5	9	-3	-9	i	2.1
Cc1ccc(N2C(=O)/C(=C/N3CCN(C(=O)c4ccco4)CC3)C(=O)NC2=S)cc1C	-1.3	-3	15	-6	-4.0	7	-8	9	+	2.2
Fc1ccc(CNCCc2ccccc2F)cc1	-0.6	2	-5	1	-1.4	0	0	-3	i	0.2
CSc1ccc(C(c2c(O)c3ccccc3oc2=O)c2c(C)n(C)n(-c3ccccc3)c2=O)cc1 (stereo not drawn)	0.6	-14	2	-1	1.4	-8	-2	0	i	1.4
O=C1CC(N2CC=C(c3ccc(F)cc3)CC2)C(=O)N1c1ccc(F)cc1 (stereo not drawn)	-1.0	12	4	-11	-1.1	21	-6	-2	i	-0.3
COC(=O)CCCC(NC(=S)N1CC2C[C@@H](C1)Cn1c2cccc1=O)C(=O)OC (stereo partly drawn)	-0.9	-7	-2	4	-1.0	-1	-2	3	i	0.2
Cn1c(O)c(C=Nc2ccccc2Sc2ccccc2)c(=O)n(C)c1=O	-0.5	-17	-5	-2	0.0	-2	2	-1	i	-0.7
C=CCn1c(O)c(C(C)=NCc2ccc3c(c2)OCO3)c(=O)[nH]c1=O	-0.8	-7	-2	-1	-0.5	-4	2	-1	i	-0.5
C[C@]12CCC3C(CC[C@H]4C[C@H](O)CC[C@]34C)C1C[C@H](O)[C@@H]2O (stereo partly drawn)	-0.2	0	-4	0	-0.5	-1	0	3	i	0.5
COc1ccccc1N1C(=O)NC(=O)/C(=C/c2ccc3c4c(cccc24)CC3)C1=O	0.2	19	9	4	0.3	5	2	-3	i	0.9
C=CCn1c(O)c(C(C)=NCCN2CCOCC2)c(=O)[nH]c1=O	-1.2	-4	2	-3	-3.5	-4	-2	1	i	-1.1
COc1ccc(N2C(=O)C(=O)N(c3ccc(OC)cc3)P2(=O)N(CCCl)CCCl)cc1	-0.2	-5	5	6	-3.4	-9	1	-1	i	-0.3
Cc1ccc(-n2c(=S)[nH]c3ccccc3c2=O)cc1F	-0.1	/	2	4	-0.4	-4	-2	21	i	-0.9
Oc1cc(O)cc(/C=C/c2ccc(O)cc2O)c1	-0.2	-1	-1	-2	-0.4	-6	-7	-18	i	/
Clc1ccc(CN2CCNCC2)cc1	-0.3	-10	-1	-11	-4.1	-5	2	-1	i	0.2
Cc1cc(C(=O)OCC(=O)Nc2c(F)cccc2F)c(C)n1C1CC1	0.2	-4	4	2	-1.1	-5	-1	4	i	-0.1
O=c1[nH]c(O)c(N=Nc2cc([N+](=O)[O-])ccc2O)c(=O)[nH]1	0.0	-15	0	-2	13	4	7	-18	i	2.5
NCC(O)c1cc(O)c(O)cc1F (stereo not drawn)	-1.2	-11	9	11	-0.3	4	0	35	i	-1.1

6 consecutive compounds out of the list so far:
SMILES	Tb MetRS inh	Scp1 inh	CSN inh	DNMT1 inh	LMPTP block	NadD inh	STEP block	SUMO1-SIM PPI	Rpn11 block	MsrA inhibitor
c1cnc(OCCN2CC2)cn1	-0.2	10	-2	7	5.9	-2	1	4	i	1.9
O=C(COc1ccc(Cl)cc1)N1CCN(Cc2ccccc2)CC1	0.4	-5	0	-2	-0.2	5	4	-1	i	0.6
O=Cc1c(C(=O)O)n(Cc2ccccc2Cl)c2ccccc12	-0.4	-1	2	-4	-0.9	-6	-3	-4	i	1.2
CC(Cc1ccccc1)NCCC(c1ccccc1)c1ccccc1 (stereo not drawn)	-0.7	1	-2	7	-0.5	3	1	-1	i	0.3
Cc1ccc(/C=C2\C(=O)NC(=S)N(c3ccc(F)cc3)C2=O)o1	-1.6	29	26	35	0.1	6	0	11	+	0.6
Oc1c(Cl)cc(Cl)cc1CN1CCN(Cc2ccccc2)CC1	-0.7	-4	1	-1	-0.6	-4	1	29	i	0.8

Carrying on.
SMILES	Tb MetRS inh	Scp1 inh	CSN inh	DNMT1 inh	LMPTP block	NadD inh	STEP block	SUMO1-SIM PPI	Rpn11 block	MsrA inhibitor
COC(=O)C1=C(c2cc3ccccc3o2)C[C@@H]2CC[C@H]1N2C(=O)NCCCOC(C)C	-0.3	0	-5	4	1.0	0	3	-2	i	1.3
Cn1c(O)c(C(=NCCN2CCCCC2)c2ccccc2Cl)c(=O)n(C)c1=O	-0.1	-10	-2	0	-2.6	-4	3	2	i	0.8
Cc1cccc(C)c1-n1nnnc1C(c1ccccc1)N1CCC2(CC1)C(=O)NCN2c1ccccc1 (stereo not drawn)	-1.2	/	0	-23	3.6	8	7	1	i	1.2
Cn1c(=O)c2c(nc(-c3ccc(N(CCCl)CCCl)cc3)n2C)n(C)c1=O	-0.3	-10	4	2	0.7	2	2	2	i	1.8

Screening results as filed in PubChem BioAssay.

Only part of the results is shown; the hit share may differ from the screen's.
